EIF4E inhibitors: inhibitors of EIF4E gene expression, primary screen, cell-based, HT1080, luciferase reporter (AID 1224817); HT1080 EIF4E-luc2 knock-in reporter, luciferase, 16 h; hits give low values; log2 luciferase activity ratio at 2.5 µM; 2,000 compounds, 1% hits;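 active means log2 luciferase ratio at or below -0.5849, meaning signal at two thirds of solvent-only control or lower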;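 further: luciferase reports endogenous eIF4E expression since it is co-expressed from the native EIF4E locus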
* marks the source's active call; other numbers are inactive results; & = joins results of further samples.

SMILES	EIF4E inhibitors
CC1CCC(C(=O)O)(C(Br)C(=O)O)CC1 (centres undefined)	-0.13
OC(c1cc(-c2ccccc2)nc2c1ccc1ccccc12)C1CCCCN1 (centres undefined)	0.059
C[N+]1(Cc2ccc(Cl)c(Cl)c2)CCCC1C1CCCN(Cc2ccc(Cl)c(Cl)c2)C1 (centres undefined)	0.26
CC/C(=C(\c1ccccc1)c1ccc(OCCN(C)C)cc1)c1ccccc1	0.1
CN(C)c1ccc(C(C#N)N2CCCN(C(C#N)c3ccc(N(C)C)cc3)C2c2ccc(N(C)C)cc2)cc1 (centres undefined)	0.033
CC(C)(N)CO[C@H]1C[C@H]2CC[C@@]1(C)C2(C)C	-0.14
Nc1ncnc2c1ncn2C1CC(O)C(CO)O1 (centres undefined)	0.1
CSc1nc2cc(S(=O)(=O)N3CCCCC3)ccc2s1	-0.12
Cc1ccc(N=Nc2ccc(N)cc2C)c(S(N)(=O)=O)c1	0.91
Nc1ncnc2c1ncn2CC(O)C(=O)O (centres undefined)	-0.23
N/N=C1\CC(=O)NC(=O)N1	0.022
Nc1ccc(N(S(=O)(=O)c2ccccc2)S(=O)(=O)c2ccccc2)c(Cl)c1	-0.039
Cc1ccc(C)c(/C(=N\N=C(N)N)C2CC2)c1	0.42
Cc1ncn(-c2ccccc2O)c1C	0.028
NC(N)=N/N=C/c1ccc(O)c(C(=O)O)c1	0.27
c1ccc(C(CCN2CCCC2)c2ccccn2)cc1 (centres undefined)	-0.1
O=C1Cc2c([nH]c3ccc(Br)cc23)-c2ccccc2N1	1.6
CC(CCc1nc2ccccc2s1)(c1ccc(O)cc1)c1ccc(O)cc1	0.29
O=C(NCCO)c1ccc(Cl)cc1	-0.17
N=C(N)SCc1nc(-c2ccc(Cl)cc2)no1	0.16
C[N+](C)(C)/N=C/c1ccc(O)c(O)c1	-0.3
O=S(=O)(O)CCCc1cccc2ccccc12	-0.12
CCOc1ccc(N=NS(=O)(=O)O)cc1	0.083
CC[C@@H]1CN(C)[C@H]2Cc3c([nH]c4ccccc34)C(=O)C[C@H]1C2C(=O)OC (some centres undefined)	-0.24
CCCC(c1cc(C(C)(C)C)c(O)cc1C)c1cc(C(C)(C)C)c(O)cc1C	0.18
NCCCC(N)C(=O)O (centres undefined)	0.11
Cn1c(=O)c2[nH]c(CCCCc3nc4c([nH]3)c(=O)n(C)c(=S)n4C)nc2n(C)c1=S	-0.18
Cc1noc(NC(=O)Nc2ccccc2F)c1C#N	0.58
Clc1ccc2c(NCCNc3ccnc4cc(Cl)ccc34)ccnc2c1	0.14
CC1(Cl)CC2OC3(Br)C=CC(C)(O)C2(CC1Br)C3(C)C (centres undefined)	-0.02
Nc1nc(C(=O)O)c(N=Nc2ccccc2)c(=O)[nH]1	0.15
CC(=O)Oc1ccc2ccc(=O)oc2c1OC(C)=O	-0.19
Cc1cc(OCc2nc(N)nc(N)c2-c2ccc(Cl)c(Cl)c2)ccc1[N+](=O)[O-]	-0.098
CC1(c2ccccc2)O[C@@H]2C[C@H]3[C@@H]4CCC5=CC(=O)C=C[C@]5(C)[C@@]4(F)[C@@H](O)C[C@]3(C)[C@]2(C(=O)CO)O1 (some centres undefined)	0.2
O=C(O)C1C(C(=O)O)C2C(=O)C=CC1N2Cc1ccccc1 (centres undefined)	0.033
CC(C)=CC1C(COC(=O)c2ccccc2Cl)C1(C)C (centres undefined)	-0.047
O=C(O)c1ccc(C(=O)O)c(C(=O)O)c1.[NH-]C1CCCCC1[NH-].[Pt+2]	0.13
C[N+]1(CCC[N+]2(C)CC3C4C=CC(CC4)C3C2)CCOCC1 (centres undefined)	0.048
Oc1ccc2ccccc2c1/C=C/c1ccc2c(Br)cc(Br)c(O)c2n1	0.029
Oc1ccc2ccccc2c1C=NCc1c(O)ccc2ccccc12	-0.022
Cc1cc(C2(c3cc(C)c(O)c(C(=O)O)c3)OS(=O)(=O)c3ccccc32)cc(C(=O)O)c1O	-0.28
CC(N=C(N)N)C(=O)O (centres undefined)	0.25
O=C(O)c1cc2c(cc1S(=O)(=O)O)C1C(C3C2C2(Cl)C(Cl)=C(Cl)C3(Cl)C2(Cl)Cl)C2(Cl)C(Cl)=C(Cl)C1(Cl)C2(Cl)Cl (centres undefined)	-0.087
c1cc(-c2sc(-c3ccncc3)c(-c3ccncc3)c2-c2ccncc2)ccn1	-0.38
O=C(O)CCC(=O)c1ccc2ccc3cccc4ccc1c2c34	0.24
NC(Cc1nn[nH]n1)C(=O)O (centres undefined)	-0.17
CC(=O)N1CCN(c2ccc(OCC3COC(Cn4ccnc4)(c4ccc(Cl)cc4Cl)O3)cc2)CC1 (centres undefined)	-0.014
COC(=O)C1C(O)C(C(=O)OC)C(C)N(C)C1C (centres undefined)	0.023
COC1/C=C\OC2(C)Oc3c(C)c(O)c4c(O)c(c(CN(C)C)c(O)c4c3C2=O)NC(=O)/C(C)=C\C=C/C(C)C(O)C(C)C(O)C(C)C(OC(C)=O)C1C (centres undefined)	-0.28
CC(=O)O[C@H]1CC[C@@]2(C)[C@@H](CC[C@@H]3[C@@H]2CC(=O)[C@@]2(C)[C@H]3C[C@@H]3CC(C)=CC(=O)[C@@H]32)C1	-0.068
Nc1ncnc2c1ncn2C1OC(C(=O)O)C(O)C1O (centres undefined)	-0.18
N#CNC(N)=Nc1ccc(Cl)cc1	-0.54
O=C(O)NCC1CCCCC1 (tested in a mixture with another compound)	0.0088
Cn1cnc([N+](=O)[O-])c1Sc1nnc(-c2cccnc2)n1C	0.19
S=C1SCN(C2CCCCCCCCCCC2)CN1C1CCCCCCCCCCC1	0.4
NC(=O)C/C=C/CC(N)=O	-0.18
Nc1nc(SCC(=O)O)[nH]c(=O)c1N	-0.14
c1ccc(CSCCc2ccncc2)cc1	0.017
O=S(=O)(c1ccccc1)N1CCN(S(=O)(=O)c2ccccc2)c2ccccc21	0.33
Oc1ccc(CNCc2ccccc2)c2cccnc12	-0.22

Further structures follow.
SMILES	EIF4E inhibitors
NC(=O)SCC(=O)Nc1ccc2ncccc2c1	-0.21
Nc1ccc(C(=O)CC(N)C(=O)O)cc1O (centres undefined)	0.06
c1ccc([P+](CC[P+](c2ccccc2)(c2ccccc2)c2ccccc2)(c2ccccc2)c2ccccc2)cc1	-0.52
CC(=O)NC(Cc1c[nH]c2ccccc12)C(=O)O (centres undefined)	-0.048
NC(CSC(=O)c1ccccc1)C(=O)O (centres undefined)	-0.24
Clc1ccc2c(NCCNC3CCCCC3)ccnc2c1	-0.072
CN(C)CN1CSC(=S)N(CN(C)C)C1	0.23
Cc1cc(=O)n2c3c(c4c(cc13)c(CN(C)C)cc(=O)n4C)OC2	0.062
CC[N+](C)(CC)CCN1C(=O)c2ccccc2S1(=O)=O	-0.17
CC1CCC2(C(=O)O)CCC3(C)C(=CCC4C5(C)CC(O)C(O)C(C)(CO)C5C(O)CC43C)C2C1C (centres undefined)	-0.12
NCS(=O)(=O)O	0.05
O=C(C[N+]1(c2ccccc2)CCOCC1)c1ccccc1	0.72
CC(C)=NNc1ncnc2nc[nH]c12	0.054
CCN(CC)COC(=S)S	0.29
NS(=O)(=O)c1cc(Br)c(N=Nc2ccc(O)c3ncccc23)c(Br)c1	0.23
c1ccc2sc(SCN(C3CCCCC3)C3CCCCC3)nc2c1	0.17
O=C(O)CCCCn1cnc2c(=S)nc[nH]c21	0.25
OC(C1=C/C(=C\c2ccncc2)c2ccccc21)c1ccncc1 (centres undefined)	-0.18
CCCCNc1c(CN)cnc2cc(Cl)ccc12	0.15
C=C1C(=O)O[C@@H]2C[C@@]3(C)CCC[C@H](C)C3=C[C@H]12	-0.27
S=c1[nH]nc(SCc2ccccc2Cl)c2[nH]cnc12	-0.11
Cc1ccc(C(O)c2cnc(C)n2Cc2ccccc2)cc1 (centres undefined)	-0.055
CC1(C)OCC(C2OC3OC(C)(C)OC3C2N)O1 (centres undefined)	0.33
CO[C@@H]1[C@@H](OC2OC(C)C(OC3CC(C)(O)C(OC(=O)CC(C)C)C(C)O3)C(N(C)C)C2O)[C@@H](CC=O)C[C@@H](C)C(=O)/C=C/C2O[C@H]2C[C@@H](C)OC(=O)C[C@H]1OC(C)=O (some centres undefined)	-0.12
NC(CSC1(c2ccc(Cl)cc2)c2ccccc2-c2ccccc21)C(=O)O (centres undefined)	-0.046
COc1cc2oc3cc(=O)cc4oc(-c5ccccc5)cc(c2c2c1CCC(c1ccccc1)O2)c43 (centres undefined)	0.14
O=S(=O)(O)c1cc(O)c2c(N=Cc3ccccc3O)cc(S(=O)(=O)O)cc2c1	0.0031
COc1c(O)cc2oc3cc(O)c(CC=C(C)C)c(O)c3c(=O)c2c1CC=C(C)C	0.025
Clc1ccccc1C(Nc1ncccn1)Nc1ncccn1	-0.05
COc1ccc(CC[N+]2(C)COc3cc4oc(=O)cc(C)c4cc3C2)cc1OC (centres undefined)	0.017
C[N+](C)([O-])Cc1cc(-c2ccccc2)ccc1O	-0.062
CN(CC(=O)O)Cc1c[nH]c2ccccc12	-0.13
CCOC(=O)C(C)(C)C(O)C(C)C (centres undefined)	-0.55
CCOC(=S)SCC(=O)O	-0.55
COc1cc(C)c2c(c1C=O)Oc1c(c(C)c(O)c3c1C(O)OC3=O)OC2=O (centres undefined)	-0.15
c1ccc2c[n+](CCCC[n+]3ccc4ccccc4c3)ccc2c1	-0.02
CC1(C)SC2C(NC(=O)C(C(=O)O)c3ccccc3)C(=O)N2C1C(=O)O (centres undefined)	-0.52
N=C(N)SCCc1ccncc1	0.27
OC(COc1cccc2ccccc12)CN1CCOCC1 (centres undefined)	0.42
C[N+]1(CCC(=O)c2ccccc2)CCC2CCC(C2)C1 (centres undefined)	0.03
CC(C)(C)c1ccc(-c2nnc(SCc3ccc(Cl)cc3)n2-c2cccc(C(F)(F)F)c2)cc1	-0.065
C[N+](C)(C)c1ccc(C(N)C(=O)O)cc1 (centres undefined)	-0.21
Cc1ccc(C2(C)CC/C(=N/N=C3/CCC(C)(c4ccc(C)c(C)c4)c4cc(C)c(C)cc43)c3cc(C)c(C)cc32)cc1C (centres undefined)	0.13
Nc1nc(N)[n+]([O-])c(N)c1NCO	0.14
O=S(=O)(c1cnccc1N1CCN(CCO)CC1)N1CCCC1	0.048
COc1ccc2c3c([nH]c2c1)[C@H]1C[C@H]2[C@H](C[C@@H](O)[C@H](OC)[C@H]2C(=O)O)CN1CC3	0.32
Nc1nc(N)nc(CCCc2nc(N)nc(N)n2)n1	0.039
O=C(O)/C=C(/C(=O)O)C12CCN3CC4=CCOC5CC(=O)NC1C5C4CC32 (centres undefined)	0.042
COC(=O)C1(C)C=CC(=O)C2(C)C1C(O)C1OC3CC(c4ccoc4)C(C)=C3C1(C)C2CC(=O)O (centres undefined)	0.081
CC(C)(C)CNCCO	-0.26
CC(C)CN=C(N)N=C(N)N	-0.032
COCCOC(=O)C1=C(O)c2ccccc2S(=O)(=O)N1C	-0.098
O=C(CSc1ncnc2nc[nH]c12)c1ccccc1	0.87
Cc1cc(SCC(=O)c2ccccc2)nc2ccccc12	0.2
CC(N)C(C)Cc1ccccc1 (centres undefined)	-0.13
Clc1ccc(Cl)c(Nc2ccnc(SCc3ccccc3)n2)c1	0.43
Clc1ccccc1/C=C/c1ccnc2ccccc12	-0.021
Oc1ccc2ccccc2c1CN(Cc1c(O)ccc2ccccc12)C1CCCCC1	-0.018
O=C(O)CC1(C(=O)O)CCCCC1	-0.62*
O=C(c1ccc([N+](=O)[O-])cc1)C(Br)C(Br)c1ccnc2ccccc12 (centres undefined)	0.47

(next part)
SMILES	EIF4E inhibitors
C[C@]12CC[C@H]3[C@@H](CC=C4C[C@@H](O)CC[C@@]43C)[C@@H]1CC[C@@H]2N(CCO)CCO	0.13
C[C@@]1(CO)[C@H](O)CC[C@@]2(C)[C@H]1CC[C@H]1C[C@@H]3C[C@@]12CC[C@@]3(O)COC(=O)CN	-0.054&-0.11
O=C(O)c1cccc2cccc(-c3cccc4cccc(C(=O)O)c34)c12	-0.11
O=C(O)C(/C=C/c1ccccc1)c1ccccc1 (centres undefined)	-0.0035
Clc1ccc(-c2nnc(-c3cccc4ccccc34)o2)cc1Cl	-0.099
COc1ccc2c(C)cc(C)nc2n1	0.11
O=C(O)C(=Cc1ccnc2ccccc12)C(=O)O	-0.13
NS(=O)(=O)c1ccc(N=Nc2c[nH]c(=O)c(O)c2)cc1	0.061
CC1CC2C3CCC4=CC(=O)C=CC4(C)C3(F)C(O)CC2(C)C1(O)C(=O)COP(=O)(O)O (centres undefined)	0.12
c1cncc(CNc2ncn[nH]2)c1	-0.06
OCC1CCCC(n2cnc3c(=S)nc[nH]c32)O1 (centres undefined)	-0.15
COC(=O)c1ccc(NCc2cc(O)ccc2O)cc1	-0.24

Compound activity: PubChem BioAssay, Augusta University

Only part of the results is shown. The share of hits here may be higher or lower than overall.
